Screening results as filed in PubChem BioAssay.
GPR151 ag: activators of human GPR151, primary screen, cell-based, PathHunter beta-arrestin, luminescence; G-protein coupled receptor 151 (Homo sapiens), Q8TDV0; PathHunter beta-arrestin GPR151 cells; activation, % at 11.2 µM; 650,000 tested, 1% active; in the data active = activation above about 4.9%;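 note: 0% = median of compound wells and 100% = cells with positive control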
TEAD-YAP inh: TEAD-YAP interaction inhibition, primary screen, TEAD-YAP interaction inhibitor project, luminescence, HEK-TIYL cells; AID 1259422, 2018; inhibition, % at 9.12 µM; 640,000 tested, 1.4% active; TEAD-Gal4/YAP UAS-luciferase luminescence; in the data active = inhibition above about 32%;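 note: 0% = median of test compound wells and 100% = reference inhibitor wells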
MITF primary: MITF inhibitors, primary screen, biochemical, AlphaScreen, human; Microphthalmia-associated transcription factor (Homo sapiens), O75030; AlphaScreen MITF homodimerization, bead proximity signal; inhibition, % at 2.6 µM; 650,000 tested, 0.91% active; AID 1259374, 2018; in the data active = inhibition above about 50%;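 note: 0% = vehicle wells with protein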
FBW7 act: FBW7 E3 ligase activators, primary screen, biochemical, AlphaScreen, human | F-box/WD repeat-containing protein 7 (Homo sapiens), Q969H0 | AlphaScreen FBW7–phospho-cyclin E peptide binding, activator screen | normalized activity (activation), % at 26.1 µM | 650,000 tested, 0.13% active | AID 1259310, 2017; in the data active = normalized activity above about 1.9%;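 note: purified mutant Fbw7 with reduced substrate affinity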
Target sequence (Q969H0 whole entry, looked up): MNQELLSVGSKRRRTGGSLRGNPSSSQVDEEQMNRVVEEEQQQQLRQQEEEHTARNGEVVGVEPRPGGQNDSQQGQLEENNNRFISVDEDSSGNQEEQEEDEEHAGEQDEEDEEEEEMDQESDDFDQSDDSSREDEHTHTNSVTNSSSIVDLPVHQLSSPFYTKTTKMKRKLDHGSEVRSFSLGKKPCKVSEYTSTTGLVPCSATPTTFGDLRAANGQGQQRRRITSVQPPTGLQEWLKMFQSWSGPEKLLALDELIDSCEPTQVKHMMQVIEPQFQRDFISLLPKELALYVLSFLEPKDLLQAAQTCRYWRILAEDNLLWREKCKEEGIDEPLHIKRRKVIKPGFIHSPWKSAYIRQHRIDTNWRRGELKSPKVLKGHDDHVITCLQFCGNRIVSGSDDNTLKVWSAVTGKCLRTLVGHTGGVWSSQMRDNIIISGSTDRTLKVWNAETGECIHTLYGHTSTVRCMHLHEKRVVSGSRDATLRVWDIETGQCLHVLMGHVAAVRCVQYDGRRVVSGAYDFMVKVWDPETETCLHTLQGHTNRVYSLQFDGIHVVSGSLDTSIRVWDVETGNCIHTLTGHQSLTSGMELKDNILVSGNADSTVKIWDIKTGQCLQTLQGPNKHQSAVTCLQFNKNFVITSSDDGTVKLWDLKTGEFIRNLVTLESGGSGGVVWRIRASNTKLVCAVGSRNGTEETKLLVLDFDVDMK
Active calls of the source: *.

Results for O=C(O)C1CCCC1S(=O)(=O)c1ccc([N+](=O)[O-])cc1 (stereo not given) ?
GPR151 ag: -0.4; TEAD-YAP inh: 7; MITF primary: -2; FBW7 act: -0.1

How did CCC(C)(C)n1nnnc1C(c1cccc(OC)c1OC)N1CCC(C(N)=O)CC1 (stereo not given) do in these assays?
GPR151 ag: -1.4; TEAD-YAP inh: 3; MITF primary: 14; FBW7 act: 0.4

How did CN(C)CCNC(=O)CN1C(=O)CCSc2ccccc21 do in these assays?
GPR151 ag: -0.5; TEAD-YAP inh: 0; MITF primary: -10; FBW7 act: -0.2

How did Cc1ccccc1N1OC2C(=O)N(c3cccc([N+](=O)[O-])c3)C(=O)C2C1c1cccs1 (stereo not given) do in these assays?
GPR151 ag: 0.1; TEAD-YAP inh: -2; MITF primary: 2; FBW7 act: -0.1

What do the screens show for `CCOc1ccccc1C(=O)NCC(=O)OCC(N)=O`?
GPR151 ag: 2.6; TEAD-YAP inh: 5; MITF primary: -15; FBW7 act: 0.1

Results for COc1ccc(NC(=O)C23CCC(C)(C(=O)C2)C3(C)C)c(OC)c1 (stereo not given) ?
GPR151 ag: 0.5; TEAD-YAP inh: -16; MITF primary: 10; FBW7 act: 0.4

What do the screens show for `NCC12CC3CC(C1)CC(c1ccc(Cl)cc1)(C3)C2`?
GPR151 ag: 0.2; TEAD-YAP inh: 1; MITF primary: 3; FBW7 act: 0.0

What do the screens show for `N#Cc1ccccc1Sc1ccccc1C(=O)NC(Cc1ccccc1)C(N)=O` (stereo not given)?
GPR151 ag: 0.3; TEAD-YAP inh: 4; MITF primary: 0; FBW7 act: 0.0

How did CC(=O)c1c(C)[nH]c(C(=O)OCC(=O)NCc2ccccc2)c1C do in these assays?
GPR151 ag: 1.8; TEAD-YAP inh: 5; MITF primary: -1; FBW7 act: 0.5

How did COc1ccccc1Nc1nc(-c2c(C)nc3ccccn23)cs1 do in these assays?
GPR151 ag: 1.5; TEAD-YAP inh: 6; MITF primary: -9; FBW7 act: -0.8

How did C=CCn1c(-c2ccc(C)cc2)n[nH]c1=S do in these assays?
GPR151 ag: 0.7; TEAD-YAP inh: 6; MITF primary: 6; FBW7 act: 0.1

Results for Cc1ccc(OCCn2cc(C(=S)N3CCCC3)c3ccccc32)cc1C ?
GPR151 ag: -0.3; TEAD-YAP inh: 52*; MITF primary: 14; FBW7 act: -0.2

Results for COc1ccc(-n2cc(-c3ccccc3)c3c(SCc4ccccc4)ncnc32)cc1 ?
GPR151 ag: 1.0; TEAD-YAP inh: -1; MITF primary: 2; FBW7 act: 0.0

Results for CC(=O)C(Sc1nnc(-c2ccccc2Cl)n1-c1ccccc1)C(C)=O ?
GPR151 ag: 0.2; TEAD-YAP inh: -3; MITF primary: 6; FBW7 act: 0.0

What do the screens show for `O=c1cc(CO)oc(CN2CCC(Cc3ccccc3)CC2)c1O`?
GPR151 ag: 1.3; TEAD-YAP inh: 3; MITF primary: 16; FBW7 act: 0.1

How did COc1cc(OC)cc(C2=N/C(=C\c3ccc(C(C)C)cc3)C(=O)O2)c1 do in these assays?
GPR151 ag: -0.5; TEAD-YAP inh: 0; MITF primary: 3; FBW7 act: 0.0

What do the screens show for `CCOCCn1cnc2sc(C(=O)NCc3cccnc3)c(C)c2c1=O`?
GPR151 ag: -0.2; TEAD-YAP inh: -11; MITF primary: 10; FBW7 act: 0.1

Results for CCCCN(C)Cc1c(C)[nH]c2ccc(OC)cc2c1=O ?
GPR151 ag: 1.9; TEAD-YAP inh: 0; MITF primary: -7; FBW7 act: -0.1

What do the screens show for `O=C(COC(=O)c1ccccc1NC(=O)c1ccco1)NC1CC1`?
GPR151 ag: -0.9; TEAD-YAP inh: 3; MITF primary: 23; FBW7 act: 0.2

What do the screens show for `CCCCC(=O)Nc1ccc(NC(=O)c2ccco2)nc1`?
GPR151 ag: 0.0; TEAD-YAP inh: 5; MITF primary: -3; FBW7 act: 0.5

How did COC(=O)c1ccc(C2/C(=C(\O)c3ccc(OC)cc3)C(=O)C(=O)N2c2ccc(C)c(Br)c2)cc1 (stereo not given) do in these assays?
GPR151 ag: -0.8; TEAD-YAP inh: -16; MITF primary: 10; FBW7 act: 0.6

Results for O=C1c2ccccc2-c2onc3ccc(Sc4ccccc4)c1c23 ?
GPR151 ag: 1.3; TEAD-YAP inh: -1; MITF primary: -8; FBW7 act: 0.0

What do the screens show for `CCOc1ccc(Nc2cc(=O)n(C3CCCCC3)c(=O)[nH]2)cc1`?
GPR151 ag: -0.7; TEAD-YAP inh: 10; MITF primary: 15; FBW7 act: 0.3

What do the screens show for `CCN1CCN(c2ccc(NC(=O)c3cccc(C)c3OC)cc2)CC1`?
GPR151 ag: 0.1; TEAD-YAP inh: -25; MITF primary: -6; FBW7 act: 0.3

How did COC(=O)CNC(c1ccccc1)c1cc(Br)ccc1NC(=O)c1cc(OC)c(OC)c(OC)c1 (stereo not given) do in these assays?
GPR151 ag: -0.4; TEAD-YAP inh: -8; MITF primary: 4; FBW7 act: 0.0

How did COc1ccccc1NC(=O)CSc1nnc(NC(=O)CSc2nnc3n(N)cnn23)s1 do in these assays?
GPR151 ag: 0.1; TEAD-YAP inh: -4; MITF primary: 10; FBW7 act: -0.2

How did COCCn1nnnc1CN(Cc1cccnc1)Cc1cc2cc(OC)ccc2[nH]c1=O do in these assays?
GPR151 ag: 1.1; TEAD-YAP inh: 10; MITF primary: 6; FBW7 act: 0.0

How did NS(=O)(=O)c1ccc(CCNC(=O)/C=C/c2ccc3c(c2)OCO3)cc1 do in these assays?
GPR151 ag: 1.0; TEAD-YAP inh: 5; MITF primary: 11; FBW7 act: 0.0

How did CCC[C@@H]1NC(=O)[C@H]2CN(C(=O)c3ccc(C)cc3)CCN2C1=O do in these assays?
GPR151 ag: -0.4; TEAD-YAP inh: 9; MITF primary: 7; FBW7 act: -0.1

Results for COc1cccc(CNCCC2CCC(=O)N2Cc2cnn(-c3cccc(OC)c3)c2)c1 (stereo not given) ?
GPR151 ag: 0.0; TEAD-YAP inh: -3; MITF primary: 4; FBW7 act: 0.0

What do the screens show for `CN(c1ccccc1)c1cc(N2CCCCC2)c2nonc2c1[N+](=O)[O-]`?
GPR151 ag: 0.1; TEAD-YAP inh: 1; MITF primary: 4; FBW7 act: -0.4

What do the screens show for `Cc1cc(C)n(CCNC(=O)C2(c3cc(-c4ccco4)on3)CC2)n1`?
GPR151 ag: 0.9; TEAD-YAP inh: -5; MITF primary: 1; FBW7 act: -0.1

How did CCOC(=O)c1c(C)n(C)c2ccc3c(c12)CN(Cc1ccccc1)CO3 do in these assays?
GPR151 ag: -0.3; TEAD-YAP inh: -12; MITF primary: -1; FBW7 act: -0.1

Results for CC(=O)Nc1ccc(NC(=O)CCC(=O)Nc2ccc(NC(C)=O)cc2)cc1 ?
GPR151 ag: 0.5; TEAD-YAP inh: -3; MITF primary: -10; FBW7 act: 0.0

Results for Cc1ccc2c(c1)C1CN(C)CCC1N2C(=O)Cn1nnc(-c2ccccc2C)n1 (stereo not given) ?
GPR151 ag: -0.7; TEAD-YAP inh: -2; MITF primary: -11; FBW7 act: -0.1

What do the screens show for `Cc1c(Cc2ccccc2)c(=O)oc2cc(OC(C)C)ccc12`?
GPR151 ag: -0.3; TEAD-YAP inh: 15; MITF primary: 5; FBW7 act: 0.1

What do the screens show for `Cc1cc(S(=O)(=O)Nc2cccc(C(=O)O)c2)ccc1Cl`?
GPR151 ag: -1.9; TEAD-YAP inh: 7; MITF primary: 12; FBW7 act: 0.0

How did C=CCOc1ccccc1C1C(C#N)=C(N)OC2=C1C(=O)CC(C)(C)C2 (stereo not given) do in these assays?
GPR151 ag: 1.3; TEAD-YAP inh: -3; MITF primary: -1; FBW7 act: -0.1

How did CCCCc1ccc(C2=N/C(=C\c3ccccc3Cl)C(=O)O2)cc1 do in these assays?
GPR151 ag: 1.0; TEAD-YAP inh: 3; MITF primary: 9; FBW7 act: 0.0

What do the screens show for `Cc1cc(C)c2[nH]c(C)c(CN3CCCC3)c(=O)c2c1`?
GPR151 ag: 0.2; TEAD-YAP inh: 1; MITF primary: -13; FBW7 act: -0.1

How did COCCCNS(=O)(=O)c1cc(Br)cnc1N do in these assays?
GPR151 ag: 2.0; TEAD-YAP inh: 6; MITF primary: 9; FBW7 act: 0.0

Results for CCCCCc1nnc(NC(=O)c2ccccc2)s1 ?
GPR151 ag: -0.9; TEAD-YAP inh: -8; MITF primary: 7; FBW7 act: 0.3

How did O=C(NC1CCCCC1)C1CCN(c2ccc(-c3ccco3)nn2)CC1 do in these assays?
GPR151 ag: -0.1; TEAD-YAP inh: 3; MITF primary: 2; FBW7 act: -0.4

Results for Cc1cccc(-c2noc(CNS(=O)(=O)c3ccc(F)cc3)n2)c1 ?
GPR151 ag: -2.0; TEAD-YAP inh: 8; MITF primary: 5; FBW7 act: 0.7

What do the screens show for `CCCCOc1ccc(C(=O)NCCC(=O)NCCCC(=O)OCC)cc1`?
GPR151 ag: 3.1; TEAD-YAP inh: 12; MITF primary: -6; FBW7 act: -0.1

Results for O=c1sc2ccccc2c2c1ncn2Cc1ccccc1 ?
GPR151 ag: 1.3; TEAD-YAP inh: -4; MITF primary: 3; FBW7 act: -0.1

What do the screens show for `CCCn1cnc2sc(C(=O)Nc3cc(C)ccc3OC)c(C)c2c1=O`?
GPR151 ag: 0.2; TEAD-YAP inh: 11; MITF primary: 7; FBW7 act: -0.1

What do the screens show for `CC(Cc1ccccc1)NS(=O)(=O)c1cccc2nsnc12` (stereo not given)?
GPR151 ag: 2.3; TEAD-YAP inh: 8; MITF primary: 10; FBW7 act: 0.4

How did CCCCN(CCCC)C(=O)/C(=C/c1ccc(N(C)C)cc1)NC(=O)c1ccccc1 do in these assays?
GPR151 ag: 1.2; TEAD-YAP inh: 0; MITF primary: -4; FBW7 act: -0.1

Results for Cc1ccc(Cn2c(SCC(C)O)nc3c2c(=O)[nH]c(=O)n3C)cc1 (stereo not given) ?
GPR151 ag: 2.3; TEAD-YAP inh: -47; MITF primary: -2; FBW7 act: -0.1

What do the screens show for `CC1=C(C(=O)Nc2ccccc2C)C(/C=C/c2ccccc2)n2ncnc2N1` (stereo not given)?
GPR151 ag: -0.8; TEAD-YAP inh: 0; MITF primary: -1; FBW7 act: 0.0

How did CCN1CCN(CC(O)COc2ccc3oc4ccccc4c3c2)CC1 (stereo not given) do in these assays?
GPR151 ag: 0.6; TEAD-YAP inh: -34; MITF primary: -4; FBW7 act: 0.0

How did CN1CCN(CCN2CCn3c2nc2ccccc23)CC1 do in these assays?
GPR151 ag: -0.7; TEAD-YAP inh: 1; MITF primary: 13; FBW7 act: 0.1

What do the screens show for `N#Cc1c(-n2ncnc2-c2ccc(F)cc2)sc2c1CCCCC2`?
GPR151 ag: -0.4; TEAD-YAP inh: -8; MITF primary: -4; FBW7 act: 0.0

What do the screens show for `CCOC(=O)c1c(NC(=O)c2cc([N+](=O)[O-])ccc2NCCCc2ccccc2)sc2c1CCCC2`?
GPR151 ag: -1.7; TEAD-YAP inh: -3; MITF primary: -13; FBW7 act: 0.1

Results for COc1ccc(C(C)=O)cc1CSc1nc2ccc(Br)cc2c(=O)n1Cc1ccccc1OC ?
GPR151 ag: -0.4; TEAD-YAP inh: -26; MITF primary: -16; FBW7 act: -0.2

How did CCOC(=O)c1ccc2nc(NC(=O)c3nc4ccccc4s3)sc2c1 do in these assays?
GPR151 ag: 0.5; TEAD-YAP inh: -3; MITF primary: 1; FBW7 act: 0.0

Results for O=C(NC1CCCCC1)c1cnn2cccnc12 ?
GPR151 ag: 0.6; TEAD-YAP inh: 4; MITF primary: 24; FBW7 act: 0.2

Results for CC1CCCCC12NC(=O)N(Cc1cccc3ccccc13)C2=O (stereo not given) ?
GPR151 ag: 1.5; TEAD-YAP inh: 4; MITF primary: 7; FBW7 act: -0.1

Results for COc1cc(NC(=O)c2ccnc(-c3ccccc3)c2)cc(OC)c1OC ?
GPR151 ag: 1.8; TEAD-YAP inh: -9; MITF primary: -8; FBW7 act: 0.3

How did O=C1NC(=O)C(=CC2=C(c3ccccc3)Oc3ccccc3C2c2ccccc2)C(=O)N1 (stereo not given) do in these assays?
GPR151 ag: 1.8; TEAD-YAP inh: -3; MITF primary: 15; FBW7 act: -0.4

How did C=CCOc1c(Br)cc(/C=N/O)cc1OCC do in these assays?
GPR151 ag: -0.1; TEAD-YAP inh: 1; MITF primary: 8; FBW7 act: 0.0
